Source: PubChem BioAssay (several laboratories)
SR-BI uptake up = enhances SR-BI lipid uptake from DiI-HDL. CHO ldlA[mSR-BI] cells, DiI-HDL uptake fluorescence, 3 h; 100 = double the neutral-control signal. activation, % at 12.5 µM. 320,000 compounds, 0.096% hits. AID 504775;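 active means mean replicate activation of at least 60% and every replicate at or above 60%; inconclusive means mean or all-replicate condition met, but not both; inactive means mean below 60% and not all replicates reaching 60%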;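 further: 0% = median plate neutral-control signal and 100% = twice that signal; values of inactives mirror those of a sister screen read the other way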
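System: CHO ldlA[mSR-BI] cells / Medium: HEPES-buffered (25 mM, pH 7.4) F12 plus 0.5% BSA / Probe or stimulus: labelled HDL, 10 µg/mL / Doses: single compound concentration, delivered by pin transfer / Schedule: 3 h, 37 °C / Measured by: DiI fluorescence, bottom read / Measure: cell-associated DiI fluorescence as measure of HDL uptake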
CAL PDZ FP-1 = CAL PDZ (human) peptide binding inhibition; Q9HD26; 300,000 compounds, 0.92% hits; inhibition, % at 24.9 µM; purified CAL PDZ, TMR-peptide fluorescence polarization, 1 h; AID 602252;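 active means mean inhibition of at least 30% with at least half of replicates also reaching 30%; inconclusive means no clear call, values can overlap the other calls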;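 further: 0% = DMSO neutral control and 100% = excess unlabeled competitor peptide PRC23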
AddAB inh = less growth of phage-infected E. coli with AddAB; 330,000 compounds, 0.29% hits; inhibition, % at 11.9 µM; E. coli expressing H. pylori AddAB, absorbance growth; in the data active means inhibition above about 12%;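 further: 0% = vehicle wells of infected cells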
MITF act = MITF TRPM1 promoter activation in melanoma cells; 300,000 compounds, 0.75% hits; SK-MEL-5 TRPM1-promoter luciferase, 24 h; % of positive control, neutral wells = 0; AID 588334; activation, % at 12.5 µM;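 active means mean activation of at least 80% with every replicate also reaching 80%; inconclusive means mean reaches 80% but some replicate falls short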;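 further: 0% = neutral control wells and 100% = parthenolide positive control wells; values of inactives mirror those of a sister screen read the other way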
Wnt bcat act = activators of Wnt/beta-catenin signaling; Wnt/beta-catenin reporter cell assay, activator, plate reader; activation, % at 9.35 µM; 300,000 compounds, 1.2% hits; in the data active means activation above about 30%, passing the limit was not always enough; inconclusive means no clear call, values can overlap the other calls;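 further: 0% = neutral control wells and 100% = positive control wells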
phage Ecoli inh = E. coli growth loss with phage present; AID 651602; growth absorbance; inhibition, % at 11.9 µM; 360,000 compounds, 0.26% hits; in the data active means inhibition above about 11%
Tat transport = blocks Tat-dependent protein export in E. coli; E. coli MC4100 TorA-mCherry Tat export, fluorescence; inhibition, % at 10 µM; 340,000 compounds, 0.036% hits; AID 488895;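 active means mean replicate inhibition at least 50% and at least half of replicates individually reaching 50%; inconclusive means only one of the two criteria met; inactive means neither criterion met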;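 further: exported cargo escapes ClpAP degradation while cytoplasmic cargo is degraded and loses fluorescence; 0% = median of neutral control wells and 100% = median of NaSCN control wells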
SR-BI DiI inh = blocks mouse SR-BI lipid uptake from DiI-HDL; Q61009; ldlA[mSR-BI] CHO cells, DiI-HDL uptake fluorescence, 3 h; inhibition, % at 12.5 µM; 320,000 compounds, 0.96% hits; AID 488896;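 active means mean replicate inhibition of at least 70% and a set share of replicates each scoring 70 or more; inconclusive means meets just one of the two criteria; inactive means fails both criteria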;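 further: 0% = median of neutral control wells and 100% = median of positive control wells; values of inactives mirror those of a sister screen read the other way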
Target sequence (Q61009 whole entry, looked up): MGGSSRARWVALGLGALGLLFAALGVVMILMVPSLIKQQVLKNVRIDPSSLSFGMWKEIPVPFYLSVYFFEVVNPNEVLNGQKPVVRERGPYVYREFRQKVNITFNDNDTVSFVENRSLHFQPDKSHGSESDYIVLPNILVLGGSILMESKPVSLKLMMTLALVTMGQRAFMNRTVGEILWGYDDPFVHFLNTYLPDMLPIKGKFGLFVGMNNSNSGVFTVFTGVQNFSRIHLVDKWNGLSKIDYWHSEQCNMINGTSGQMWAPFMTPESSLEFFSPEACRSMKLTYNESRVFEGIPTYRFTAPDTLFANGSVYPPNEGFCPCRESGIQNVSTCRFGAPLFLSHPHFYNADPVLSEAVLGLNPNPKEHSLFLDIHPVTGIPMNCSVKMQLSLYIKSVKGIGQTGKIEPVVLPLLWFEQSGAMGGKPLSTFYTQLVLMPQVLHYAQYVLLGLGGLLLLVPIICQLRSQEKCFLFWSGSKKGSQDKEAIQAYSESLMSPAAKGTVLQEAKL
CAL PDZ FP-2 = blocks peptide binding to human CAL PDZ domain | AID 504414 | 330,000 compounds, 0.02% hits | inhibition, % at 20 µM | purified CAL PDZ, TMR-peptide fluorescence polarization, 1 h | Q9HD26;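 active means highest replicate inhibition of at least 40%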;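 further: plate controls were DMSO neutral control wells for no effect and unlabeled competitor peptide control wells for full effect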
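Test system: tagged CAL PDZ domain / Buffer or medium: sodium phosphate/NaCl buffer pH 7.4 with TCEP, IgG, Thesit / Reagent: TMR-labelled reporter peptide T*-PRC34 bound in PDZ groove / Compound dosing: single point, 20 µM / Schedule: 1 h incubation at room temperature before polarization reading / Technique: fluorescence polarization (mP) / Benchmarks: unlabelled peptide, DMSO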
Ecoli viability = bacterial growth inhibition, counter-screen for AddAB inhibitors | E. coli V3065 growth, OD600 absorbance, 18 h | inhibition, % at 11.9 µM | 330,000 compounds, 0.27% hits;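 active means inhibition above the campaign's mean inhibition across all tested compounds plus 3 SD, cut at about 9.9% in these data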;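 further: uninfected addAB+ strain grown without phage in ampicillin broth; 0% = DMSO wells and 100% = ciprofloxacin 0.95 µg/ml wells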
The depositor's hits bear a star; ? = inconclusive; / = not tested or not shown. Not a hit list; about 3.6% have a hit in one of these screens.

cpd	Molecule	SR-BI uptake up	CAL PDZ FP-1	AddAB inh	MITF act	Wnt bcat act	phage Ecoli inh	Tat transport	SR-BI DiI inh	CAL PDZ FP-2	Ecoli viability
1	O=C1COc2ccc(C(=O)COC(=O)c3ccc([N+](=O)[O-])cc3Cl)cc2N1	/	-5	/	2	-1	1.3	1	/	-1.4	/
2	N#CC1=C(N)OC2=C(CC/C2=C\c2ccccc2)C1c1ccccc1 (centres undefined)	-64	-1	-1.2	/	-8	1.9	-3	64	-1.1	0.6
3	Cc1nc2ccccc2c(=O)n1NC(=O)C1CCCCC1	-3	-1	-0.6	-3	-1	0.7	0	3	-2.2	-3.5
4	Cc1nnc(SCc2ccc(C(=O)O)cc2)s1	12	-2	0.6	-4	0	2.0	14	-12	-1.3	-0.6
5	Cc1ccc(NC(=O)CSC2=NN3CCCC(=O)N=C3S2)cc1Cl	/	/	2.3	-6	-1	-1.4	-6	/	-0.5	-0.3
6	COCCCNC(=O)Cn1cc2c(n1)CCC(C)C2 (centres undefined)	20	/	5.3	5	0	1.5	-4	-20	0.7	0.2
7	CCOc1ccccc1Oc1ccc(C(F)(F)F)cn1	/	-4	2.4	-27	/	1.2	0	/	-1.1	-0.5
8	CCc1nnc(NC(=O)CSc2nc(C)c3c(c2C#N)CCCC3)s1	15	-2	0.5	22	-2	/	-1	-15	-1.2	1.0
9	COc1cccc(CC(CC(=O)O)C(=O)Nc2cc(C)ccc2C)c1 (centres undefined)	20	-4	0.3	/	1	-0.2	-5	-20	0.2	-0.7
10	CCOC(=O)c1ccc[n+]([O-])c1	-4	-1	/	11	-4	2.7	-11	4	-0.2	/
11	CC(=O)c1cccc(NC(=O)c2ccc3c(c2)C(=O)N(Cc2cccnc2)C3=O)c1	-34	0	0.2	8	3	1.7	-2	34	-1.8	-1.0
12	CN(C)S(=O)(=O)c1ccc(C(=O)OC2CCOC2=O)cc1 (centres undefined)	-2	-3	-0.8	11	1	2.5	-13	2	-1.7	0.1
13	O=C(CN(c1ccc(F)cc1)S(=O)(=O)c1ccccc1)NCCSC1CCCCC1	-4	/	3.8	2	-3	3.2	11	4	-0.7	1.8
14	O=C(CSC1=NS(=O)(=O)c2cc(Cl)ccc2N1)Nc1cccc(F)c1	9	/	-1.7	-4	-1	5.1	2	-9	-0.4	-1.0
15	NC(=O)CSc1nnc(-c2cccnc2)n1Cc1ccccc1	29	0	0.1	-1	-3	3.6	-3	-29	-2.2	-1.7
16	CCc1noc(C)c1C(=O)N1CCCC(N2CCN(c3ccc(F)cc3)CC2)C1 (centres undefined)	-15	-4	2.4	-4	0	-0.4	6	15	-1.8	-0.8
17	O=S(=O)(c1ccccc1)N1CCN(S(=O)(=O)N2CCCCCC2)CC1	9	-3	2.4	5	-3	0.8	-14	-9	-3.5	-1.3
18	COc1cc(OC)cc(C(=O)Nc2ccc(S(=O)(=O)Nc3cc(C)on3)cc2)c1	32	-1	1.3	2	/	2.6	-1	-32	-2.0	2.3
19	CSc1ccccc1OCc1cc(C(=O)N(C)CC2COCCO2)no1 (centres undefined)	7	-1	-0.3	27	25	1.0	6	-7	-1.9	-2.4
20	CC(=O)Nc1nnc(C2=COCCO2)o1	-18	-2	0.8	5	-1	0.8	-9	18	-0.7	-0.3
21	COc1ccc(CC(=O)NC(=S)Nc2ccc(S(N)(=O)=O)cc2)cc1	8	3	-1.9	1	-3	4.3	3	-8	-0.8	-2.4
22	CC(C)(C)OC(=O)N1CCC(Cc2cc(-c3ccccc3)no2)(C(=O)O)CC1	14	0	2.3	-4	-1	2.5	-6	-14	-0.6	-2.2
23	CC(=O)Nc1cccc2ccc(O)cc12	0	0	/	-3	2	2.7	1	0	-1.6	/
24	CCCc1nc(SCC(=O)NC2CCCC2)c2ccccc2n1	/	/	2.7	-12	-2	2.2	10	/	0.5	-0.8
25	O=C(Cn1cnc2cc([N+](=O)[O-])ccc2c1=O)Nc1ccc2c(c1)CCC2	-19	/	2.5	-13	/	2.7	-4	19	-0.8	-0.2
26	CCOC(=O)CC(NC(=O)c1ccc(C)cc1)c1ccc(OC)cc1 (centres undefined)	4	3	-1.2	3	1	-0.4	-5	-4	-2.2	3.3
27	CC(=O)Nc1ccc(S(=O)(=O)NC2(C(F)(F)F)NC(=O)N(C3CCCC3)C2=O)cc1 (centres undefined)	18	/	0.8	-1	-1	3.0	7	-18	-0.6	-3.2
28	CC(C)NC(=O)N1CCC(n2nccc2NC(=O)CCOc2ccccc2)CC1	4	-3	-1.4	-10	0	0.7	-3	-4	0.5	1.3
29	Cc1ccc(CNC(=O)CN2C(=O)NC(C)(c3cccc(Br)c3)C2=O)cc1 (centres undefined)	-15	-2	-1.5	-13	3	1.0	1	15	-0.3	-1.2
30	Cn1c2ccccc2c2nnc(NN)nc21	15	-2	1.9	-23	-1	1.2	-4	-15	-1.8	-0.8
31	O=C(NC(=S)Nc1cccc(C(F)(F)F)c1)c1csnn1	7	-3	1.5	1	1	4.7	-6	-7	-0.9	1.0
32	COc1ccc2nc(NC(=O)CCNS(=O)(=O)c3ccc4c(c3)oc(=O)n4C)sc2c1	13	-19	-0.7	8	/	2.5	-4	-13	-3.2	-1.7
33	Cc1ccc(NC(=O)CCC(=O)Nc2ccc(C)cc2)cc1	/	/	-1.8	-1	-2	4.4	-21	/	0.6	1.5
34	COc1ccc(CCNC(=O)c2cc(-c3ccccc3)on2)cc1OC	-39	0	1.1	-22	6	2.2	4	39	-2.6	-0.4
35	CCC(C)n1cnc2c(c1=O)c1nc3ccccc3nc1n2Cc1ccc(OC)cc1 (centres undefined)	16	-2	1.4	5	-3	0.2	-12	-16	-1.4	0.6
36	O=C(CN1C(=O)NC2(CCCc3ccccc32)C1=O)NCCc1ccc(F)cc1 (centres undefined)	-42	2	-2.2	16	-2	4.1	-2	42	-0.2	-0.1
37	COCCOc1cc(NC(=O)c2ccccc2)c(Cl)cc1Cl	-56	-2	-1.5	3	-1	4.0	6	56	-2.8	-1.6
38	CC(C)(C)C(=O)N1CCN(C(=O)c2ccco2)CC1	/	-2	2.0	0	1	0.8	-3	/	-2.4	-1.7
39	NC(=O)c1cccnc1Oc1cccc(Cl)c1	3	3	1.4	/	-4	1.1	1	-3	-0.4	-2.4
40	Cc1ccc2c(cnn2C(=O)CCCC(=O)NCc2ccc(Cl)cc2)c1	17	/	2.4	4	1	2.4	-2	-17	0.6	1.3
41	CCOc1cc(/C=N/Nc2nc(-c3cccs3)c(NC(C)=O)s2)ccc1O	/	-2	-1.0	9	3	0.1	1	/	-3.1	-2.1
42	O=C(CCC1CCCN(Cc2ccc3c(c2)OCCO3)C1)NCc1ccc(F)c(F)c1 (centres undefined)	-1	-2	-0.7	-10	3	3.7	-3	1	-2.8	-0.3
43	CCc1ccccc1NC(=O)C1CCCN(S(=O)(=O)c2ccc3c(c2)CC(C)N3C(C)=O)C1 (centres undefined)	-10	/	-0.8	-7	-4	1.3	-1	10	-0.5	0.9
44	O=C(Nc1cccc(C(=O)O)c1)/C(=C\c1ccccc1)NC(=O)c1ccccc1	32	4	2.8	5	0	4.3	-1	1	-1.1	0.7
45	CCNC1CCC(Nc2ccnc3cc(Cl)ccc23)CC1 (centres undefined)	8	-4	/	-24	-4	3.2	-7	-8	-1.1	/
46	O=S(=O)(Nc1ccc(S(=O)(=O)Nc2cccc3ccccc23)cc1)c1ccccc1	-14	-6	1.8	/	-5	1.4	-5	14	-0.7	-0.5
47	COc1ccccc1Nc1nc(NCCCCO)nc(N2CCCC2)n1	-42	-2	-0.8	16	-2	0.7	2	42	-0.6	2.2
48	CN(Cc1ccccn1)C(=O)C1CCC(=O)N(CCc2ccc(Cl)cc2)C1 (centres undefined)	-3	21	3.6	-8	2	2.7	-2	3	-2.3	-0.8
49	O=C(Nc1ccc(SC(F)F)cc1)c1ccc2c(=O)n3c(nc2c1)CCC3	-59	/	1.3	42	20	0.1	14	59	0.5	-1.4
50	NC(=S)NN=C1CCCC(C(F)(F)F)C1 (centres undefined)	-74	0	/	-5	-1	-0.6	-12	?	-1.2	/
51	O=Cc1ccc2ccc3cccnc3c2n1	-4	55*	4.7	-7	2	2.1	-13	4	-0.8	5.5
52	CNS(=O)(=O)c1ccc(N=Cc2c(C)[nH]n(-c3ccc(C)cc3C)c2=O)cc1	4	1	4.4	1	1	4.0	1	-4	-1.2	2.4
53	O=C(CSc1n[nH]c(=O)[nH]c1=O)c1ccc(Cl)cc1Cl	-7	-1	0.0	-5	1	1.1	-1	7	-1.9	0.0
54	Cc1ccc2[nH]c(=O)c(CN(Cc3cccnc3)Cc3nnnn3CC3CCCO3)cc2c1 (centres undefined)	4	1	-0.7	-5	1	2.4	3	-4	-2.9	-0.6
55	CCN(C(=O)COC(=O)c1cnc(C)cn1)C1CCCCC1	0	4	0.6	2	/	3.4	12	0	-0.5	4.0
